# High-throughput results: PubChem BioAssay, National Center for Advancing Translational Sciences (NCATS)
# KDM5B inhibitor – KDM5B demethylase inhibition; Potency, µM (series often up to 57.7 µM), inactives show top-dose activity change, negative = inhibition, usual class: inhibitors; Q9UGL1; hit rate 2.6% among 220,000; AID 1347165; KDM5B demethylase, FDH-coupled NADH fluorescence (FDH is formaldehyde dehydrogenase); active = well fitted inhibition curve with a large enough effect; inconclusive = small, poorly fitted or top-dose-only effect; inactive = no such curve, though single readings can be large or run the other way; note: 0% is about no effect; nearly all actives have a fitted effect of over 70% in size
# Target sequence (Q9UGL1 whole entry, looked up): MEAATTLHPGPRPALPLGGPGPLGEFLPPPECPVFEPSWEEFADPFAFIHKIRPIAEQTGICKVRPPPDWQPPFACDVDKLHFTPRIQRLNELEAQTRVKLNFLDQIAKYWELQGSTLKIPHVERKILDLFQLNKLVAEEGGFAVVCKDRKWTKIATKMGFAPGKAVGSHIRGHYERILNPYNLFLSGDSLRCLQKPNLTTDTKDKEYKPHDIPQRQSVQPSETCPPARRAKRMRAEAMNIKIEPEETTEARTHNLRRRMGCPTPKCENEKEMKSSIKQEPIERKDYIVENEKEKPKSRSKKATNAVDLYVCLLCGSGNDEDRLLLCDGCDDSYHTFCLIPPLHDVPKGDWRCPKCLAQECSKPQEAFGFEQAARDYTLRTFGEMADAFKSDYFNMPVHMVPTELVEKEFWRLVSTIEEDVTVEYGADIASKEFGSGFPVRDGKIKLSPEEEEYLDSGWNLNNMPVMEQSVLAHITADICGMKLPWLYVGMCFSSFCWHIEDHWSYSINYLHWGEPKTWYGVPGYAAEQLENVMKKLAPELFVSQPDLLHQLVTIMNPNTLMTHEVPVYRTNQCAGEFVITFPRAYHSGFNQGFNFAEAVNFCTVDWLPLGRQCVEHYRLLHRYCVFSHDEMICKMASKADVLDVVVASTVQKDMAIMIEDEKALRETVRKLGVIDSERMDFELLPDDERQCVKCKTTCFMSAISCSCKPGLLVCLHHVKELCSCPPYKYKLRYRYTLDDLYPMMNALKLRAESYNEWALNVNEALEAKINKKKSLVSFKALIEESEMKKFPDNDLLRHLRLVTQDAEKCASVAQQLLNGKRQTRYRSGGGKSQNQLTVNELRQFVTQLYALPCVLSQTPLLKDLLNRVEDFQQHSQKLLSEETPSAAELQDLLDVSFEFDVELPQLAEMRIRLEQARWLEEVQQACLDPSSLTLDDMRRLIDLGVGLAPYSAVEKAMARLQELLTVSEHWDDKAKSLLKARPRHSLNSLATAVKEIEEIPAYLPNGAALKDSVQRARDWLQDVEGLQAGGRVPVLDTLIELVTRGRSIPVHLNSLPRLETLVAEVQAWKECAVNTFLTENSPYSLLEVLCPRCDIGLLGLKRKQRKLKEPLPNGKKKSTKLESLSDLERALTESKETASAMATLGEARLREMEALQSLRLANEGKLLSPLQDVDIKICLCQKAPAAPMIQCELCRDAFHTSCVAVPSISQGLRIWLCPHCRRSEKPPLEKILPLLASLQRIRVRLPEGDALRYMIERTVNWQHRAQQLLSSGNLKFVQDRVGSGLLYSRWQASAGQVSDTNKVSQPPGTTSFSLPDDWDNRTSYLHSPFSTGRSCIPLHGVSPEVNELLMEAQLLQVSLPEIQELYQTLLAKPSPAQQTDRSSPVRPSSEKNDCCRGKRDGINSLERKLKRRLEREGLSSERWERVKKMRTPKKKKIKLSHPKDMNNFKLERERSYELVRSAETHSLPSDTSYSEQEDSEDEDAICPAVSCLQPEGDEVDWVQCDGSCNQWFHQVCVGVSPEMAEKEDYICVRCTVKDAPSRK
#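 Compound dilutions met 200 nM (final) KDM5BΔAP for 10 min at room temperature before substrate addition. The substrate mix held 12.5 µM H3K4me3 with cofactors 25 µM α-ketoglutarate and 50 µM Fe²⁺. NADH signal gain over 30 min defined activity.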
# An asterisk follows results filed as active; i = inactive; ? = inconclusive; [ ] = remark or other dose. Potency is the fitted concentration of half-maximal effect.
SMILES,KDM5B inhibitor
Cc1cccc2c(=O)c(-c3ccccc3)c(NC(=O)CC(C)C)oc12,10%
O=C1NCCCc2[nH]c(-c3nc(-c4ccncc4)n[nH]3)nc21,?
CCOC(=O)c1cnc2ccc(C)cc2c1Nc1cccc([N+](=O)[O-])c1,2%
Cc1ccc(C(=O)N2CCN(C3CCN(CCC(C)C)C3=O)CC2)cc1 (stereo not drawn),-12%
CCCCN1C(=O)C(O)(c2c(C)[nH]c3ccccc23)c2ccccc21 (stereo not drawn),?
COc1ccc(CNC(=O)c2cc3c(-c4ccccc4F)nn(C)c3s2)cc1,?
Fc1ccc(-n2cc(-c3ccccc3)c3c(NCCc4ccccc4)ncnc32)cc1,?
COC(=O)C(Cl)(C(=O)OC)C(OC)(C(=O)OC)C(=O)OC,-6%
CCCC1=C(C(=O)OCC)C(c2cccc(OC)c2)C(C#N)=C(N)O1 (stereo not drawn),?
COc1ccccc1N1CCN(C(=O)Cn2c(=O)[nH]c3ccccc3c2=O)CC1,-6%
O=C([C@H]1CCC[C@H](O)C1)N(CCC1=CCCCC1)Cc1ccccc1,33%[activator]
Cn1ccnc1CNC(=O)C[C@@H]1C[C@H]2O[C@H](CNCc3ccccc3OC(F)(F)F)[C@@H](O)[C@H]2O1,8%
Fc1ccc(/C=N/N=C/c2ccc(F)cc2)cc1,19%
CCOc1ccc(NC(=O)N2CCOc3ccccc32)cc1,?
O=C(NCc1cccnc1)[C@@H]1C[C@@H](O)CN1C1CCN(C(=O)c2cc(F)ccc2F)CC1,8%
Cc1ccc(C)c(-c2cc3c(=O)n(CCNC(=O)c4ccc5ccccc5n4)ccn3n2)c1,?
COC(=O)c1ccc(NC(=O)c2nn(C)c3c2COc2ccccc2-3)cc1,1%
O=C(Cn1ccn2nc3c(c2c1=O)CCCCC3)NCc1ccccc1Cl,?
COc1ccc(OC)c(NC(=O)c2cccc3c2C(=O)N(C2CCCCC2)C3)c1,3%
O=C(CCS(=O)(=O)c1nc(-c2cccs2)cc(C(F)(F)F)n1)Nc1ccc(OC(F)(F)F)cc1,-71%
O=c1c2c(-c3ccc(Cl)cc3)ccnc2[nH]n1-c1ccccc1,-25%
CC(C)NC(=O)N1CCC[C@@H](O)[C@H](NC(=O)c2ccc(OCCN3CCCC3)cc2)C1,23%[86.2 µM]
Cc1ccc2c(c1)c1c3n2CCN(C(=O)c2ccc(C(F)(F)F)cc2)C3CCC1 (stereo not drawn),-26%
CC(=O)NC(O)C(O)NC(C)=O (stereo not drawn),21%
Nc1nc(SCC(=O)N2CCCCC2)[nH]c(=O)c1NC(=O)c1cccs1,0%
CCCCN1CC(c2nc3ccccc3n2CCCCOc2ccc(C)c(C)c2)CC1=O (stereo not drawn),?
Cc1ccccc1Nc1cc2c(nc1-c1ccccc1)nc(C(=O)NCCN(C)C)n2C,35µM*
O=C(CSc1nnc(-c2ccccc2Cl)o1)N1CCCc2ccccc21,-23%
O=C(Nc1cc(Cl)cc(Cl)c1)c1ccc2c(c1)N(Cc1cccc(Cl)c1)C(=O)c1ccccc1S2=O (stereo not drawn),21%
COc1cccc(N2C(=O)CSC23C(=O)N(CC(=O)Nc2cccc(Cl)c2)c2ccccc23)c1 (stereo not drawn),-8%
CC1(C)Cc2c(sc3ncn4nc(-c5cccc(O)c5)nc4c23)CO1,13%
O=C(O)CCC(NS(=O)(=O)c1cccc(Cl)c1)C(=O)O (stereo not drawn),16%
CCc1cccc(C)c1NC(=O)C1CCCN(S(=O)(=O)c2cccc3nsnc23)C1 (stereo not drawn),-18%
COCCn1c(SCC(=O)N2CCOCC2)nc2c(c1=O)SCC2,-2%
N#Cc1ccc(Cc2cnc(NC(=O)c3ccsc3)s2)c(C(F)(F)F)c1,-20%
COc1cc(C(=O)N(Cc2nc3nc(C)cc(=O)n3[nH]2)c2ccc(F)cc2)cc(OC)c1OC,6%
CC(C)C1=NOC2(CCN(C(=O)c3ccc4c(c3)OCO4)C2)C1 (stereo not drawn),5%[149 µM]
COc1ccc(CC(=O)N2CC[C@H]3COC(=O)N3c3cc(F)ccc3C2)cc1,-4%[86.2 µM]
Cc1cccc(NC(=O)CCn2cnnn2)c1C,-18%
CCN(CC)C1CCOC2(CCN(C(=O)C(C)C)CC2)C1 (stereo not drawn),21%
O=c1[nH]c2ccccc2c(O)c1-[n+]1ccccc1,-43%
Cc1ccc(NC(=O)CCNS(=O)(=O)c2ccc3c(c2)CCCC(=O)N3)cc1,-43%
CCOc1ccc2c(c1)cc(C(=O)Nc1cccc(OC)c1)n2C,-8%
CC1CCN(c2ccc(S(=O)(=O)Nc3cc(C(=O)O)cc(C(=O)O)c3)cc2[N+](=O)[O-])CC1,-30%
CCSc1ncc(Cl)c(C(=O)N(Cc2ccccc2)c2ccc(OC)cc2)n1,?
CC(=O)N(Cc1ccco1)CC1C(C)C=C(C)CC1C (stereo not drawn),10%
Cc1ccc2c(CN3CCN(c4ccccc4F)CC3)cc(=O)oc2c1,-5%
O=C1OCC2=C1C(c1ccc3c(c1)OCO3)CC(=O)N2c1ccc(C(F)(F)F)cc1 (stereo not drawn),5%
CCCNC(=O)c1cn(-c2ccccc2)nc1-c1cccnc1,9%
O=C(Nc1nccs1)OCc1ccccc1,-7%
Cc1cc(Oc2ccc(N)cn2)ccc1Cl,7%
CC1=C(c2ccc(C)cc2)S(=O)(=O)N(Cc2ccc(C(=O)NCc3cccc(C)c3)cc2)C1=O,?
CC(C)(C)OC(=O)Nc1ccc(C(=O)NCC(c2cccs2)N2CCCC2)cc1 (stereo not drawn),-10%
Cc1onc(-c2ccccc2)c1C(=O)Nc1nnc(C(C)(C)C)s1,6%
Cc1ccc(SCC(=O)Nc2ccc3oc(-c4ccccc4C)nc3c2)cc1,?
COC(=O)[C@@H](C)NC(=O)[C@H]1CN(C(=O)Nc2ccccc2)CCN1C(=O)c1cccs1,7%
COc1ccc(CNC(=O)Cn2ccn3nc4c(c3c2=O)CCCC4)cc1OC,?
O=C(NCc1ccco1)c1cc(-c2ccccc2)nc2ccccc12,-23%
C(#Cc1cc(-c2ccccc2)nc(-c2ccccc2)c1)c1ccccc1,1%
COc1ccc(C)cc1NC(=O)Cn1nc2n(c1=O)CCCCC2,-10%
# Further compounds follow:
SMILES,KDM5B inhibitor
Cc1noc(C)c1NC(=O)N[C@@H]1CCC[C@@H](C(=O)N2CCN(C)CC2)CC(=O)N(C)C1,8%[86.2 µM]
Cc1cccc(OCC(=O)Nc2ccc(N3CCN(C(=O)c4ccccc4)CC3)cc2)c1C,28%
Cc1ccc(S(=O)(=O)c2cn(C)c3cc(N4CCCC4)c(F)cc3c2=O)c(C)c1,?
CC(=O)NCCC(=O)N1Cc2ccccc2CC2(CCCN(CC3CCOCC3)C2)C1 (stereo not drawn),3%[115 µM]
O=C(Cn1cccn1)NC1CC(=O)N(Cc2ccccc2C(F)(F)F)C1 (stereo not drawn),8%
Cc1cccc(C(=O)NCc2nnc3cc(-c4nc(C5CC5)no4)ccn23)c1,i
CN1C(=O)C2(CCN(C(=O)c3ccc(S(N)(=O)=O)cc3)CC2)c2ccccc21,-24%
COc1ccc(Nc2nc3ccccc3nc2NS(=O)(=O)c2ccc(C)c(C)c2)c(OC)c1,7%
COc1ccccc1NC(=O)N1CC[C@H]2CC(=O)N([C@H](C(N)=O)C(C)C)CC[C@H]2C1,-13%[86.2 µM]
Cc1ccc(C(=O)Nc2nc(-c3ccccc3)ns2)cc1,-5%
O=C1COc2ccc(-c3ccc(F)c(Cl)c3)nc2CN1Cc1nc2ccccc2s1,?
COc1ccc(-c2noc(Nc3cc(OC)cc(OC)c3)n2)cc1,-9%
CC(=O)c1ccc(NC(=O)c2nc(-c3ccc(C)cc3)n3c2CCCCC3)cc1,-29%
CCCc1cc(CNC(=O)C2CCC(=O)N(Cc3ccccc3F)C2)on1 (stereo not drawn),19%
Cc1ccc2nc3c(cc(C#N)c(=O)n3-c3nnc(SCc4ccccc4)s3)c(=O)n2c1,?
COC(=O)[C@H](CC(C)C)NC(=O)N1CCCCC1,24%
CC(Sc1nnc(-c2ccccc2F)n1C1CC1)c1ccc(F)cc1 (stereo not drawn),-1%
O=C(CCCc1ccccc1)NC1CC(=O)N(c2ccc(Cl)cc2)C1 (stereo not drawn),-8%
O=C(COc1ccc(Cl)cc1)NCc1ccc(-c2nn3cnnc3s2)cc1,10%
Cc1ccc(C)c(Cn2c(=O)n(Cc3ccccc3)c(=O)c3c2c2cc(C)ccc2n3C)c1,20%

# An excerpt from above in order of molecular weight, ascending:
SMILES,KDM5B inhibitor
COC(=O)[C@H](CC(C)C)NC(=O)N1CCCCC1,24%
Cc1ccc(C(=O)Nc2nc(-c3ccccc3)ns2)cc1,-5%
COc1ccc(-c2noc(Nc3cc(OC)cc(OC)c3)n2)cc1,-9%
O=C(CCCc1ccccc1)NC1CC(=O)N(c2ccc(Cl)cc2)C1 (stereo not drawn),-8%
Cc1cccc(C(=O)NCc2nnc3cc(-c4nc(C5CC5)no4)ccn23)c1,i
CC(=O)c1ccc(NC(=O)c2nc(-c3ccc(C)cc3)n3c2CCCCC3)cc1,-29%
CN1C(=O)C2(CCN(C(=O)c3ccc(S(N)(=O)=O)cc3)CC2)c2ccccc21,-24%
O=C(COc1ccc(Cl)cc1)NCc1ccc(-c2nn3cnnc3s2)cc1,10%
Cc1ccc(S(=O)(=O)c2cn(C)c3cc(N4CCCC4)c(F)cc3c2=O)c(C)c1,?
COc1ccccc1NC(=O)N1CC[C@H]2CC(=O)N([C@H](C(N)=O)C(C)C)CC[C@H]2C1,-13%[86.2 µM]
Cc1noc(C)c1NC(=O)N[C@@H]1CCC[C@@H](C(=O)N2CCN(C)CC2)CC(=O)N(C)C1,8%[86.2 µM]
Cc1ccc(C)c(Cn2c(=O)n(Cc3ccccc3)c(=O)c3c2c2cc(C)ccc2n3C)c1,20%
O=C1COc2ccc(-c3ccc(F)c(Cl)c3)nc2CN1Cc1nc2ccccc2s1,?
COc1ccc(Nc2nc3ccccc3nc2NS(=O)(=O)c2ccc(C)c(C)c2)c(OC)c1,7%

# (continued)
SMILES,KDM5B inhibitor
Cc1ccc(S(=O)(=O)Nc2ccc(OCC(=O)N3CCOCC3)cc2)c(C)c1NS(C)(=O)=O,9%
Cc1ccsc1C(=O)Nc1cccc2c1CCCC2,38%[activator]
CSc1nc2n(n1)C(c1ccccc1Cl)C1=C(CCCC1=O)N2 (stereo not drawn),-8%
CCOC(=O)c1c(C)c(C(=O)Nc2cccc(Cl)c2C)c(C)n1C,6%
CC(C)(C)NC(=O)N1CCCC(c2nc(CCOc3ccc(F)cc3)no2)C1 (stereo not drawn),-3%
Cc1cccc(C(=O)N2CCN(C(=O)c3nnn4c3COC(c3ccc(Cl)cc3)C4)CC2)c1 (stereo not drawn),21%
Cc1ccccc1NC(=O)CSC1=C(C#N)C(c2ccccc2F)CC(=O)N1 (stereo not drawn),40%[activator]
Cc1ccc(C(=O)NC2CCN(c3cc(-c4ccc(F)cc4)[nH]n3)C2)cc1C (stereo not drawn),?
O=Cc1ccc(OCc2ccccc2Cl)c(Cl)c1,?
O=C(NCC(c1cccnc1)N1CCN(Cc2ccccc2)CC1)C(=O)Nc1cccc(Cl)c1 (stereo not drawn),2%
CC(C)c1nc(N2CCN(C(=O)C(=O)NCCO)CC2)c(C#N)c2c1CCCC2,?
CCc1cc(CNC(=O)C2CCN(c3nc(-c4ccccc4)nc4c3CCC4)CC2)on1,?
COc1ccc(Cn2c(SCc3ccc(C(=O)NC4CCCC4)cc3)nc3cccnc32)cc1,?
COc1ccc(-c2nnc3ccc(NCCc4ccccn4)nn23)nc1,40µM*
O=C(CN1CCC(NC(=O)c2ccco2)CC1)Nc1ccccc1C(F)(F)F,27%
COc1ccc(NS(=O)(=O)c2ccc3oc(SC(C)C(=O)N4CCC(C)CC4)nc3c2)cc1 (stereo not drawn),-3%
Cc1ccc(CNC(=O)N2CCCC3(CCC(=O)N(CC4CC4)C3)C2)cc1 (stereo not drawn),-4%
COc1ccc(C(=O)Oc2ccc(C3NC(=O)c4c(sc5c4CCN(C)C5)N3)cc2OC)cc1 (stereo not drawn),?
COc1ccc(/C=C2\Cc3ccccc3C2=O)cc1OC,?
COc1cc(NC(=O)CN2C(=O)NC3(CCC(C(C)(C)C)CC3)C2=O)cc(OC)c1OC (stereo not drawn),-5%
Cc1cc(COc2ccc(C(=O)c3ccc(Cl)cc3)cc2)no1,12%
O=C(C1CCCC1)N1CCn2c(nn(-c3ccc(F)cc3)c2=O)C1,-17%[86.2 µM]
COc1ccc2oc(=O)c(C(=O)Nc3ccccc3OC)cc2c1,4%
COc1ccc(NC(=O)C2CCCN(c3nnc(-n4c(C)ccc4C)s3)C2)cc1OC (stereo not drawn),-9%
Cc1ccc(Cn2cc(/C=C(\C#N)C(N)=O)c3ccccc32)cc1,-5%
Cc1ccc2nsnc2c1NC(=O)c1cc(Cl)ccc1Cl,-12%
CN(CC(=O)Nc1ccc(Cl)cc1)C(=O)c1cccc(S(=O)(=O)NCC2CCCO2)c1 (stereo not drawn),13%
CN(C)c1nc(N)nc(COc2ccccc2Cl)n1,19%
CC(C(=O)O)n1nc(-c2ccccc2)c2ccccc21 (stereo not drawn),?
Cc1c(C(C)NC(=O)c2cc(=O)[nH]c(=O)[nH]2)cnn1-c1cccc2ccccc12 (stereo not drawn),-27%
C=CCNc1nc2c(c(=O)n(C)c(=O)n2C)n1Cc1ccc(Cl)cc1,4%
CS(=O)(=O)NC1CCCN(C(=O)c2ccc(F)cc2F)C1 (stereo not drawn),3%
O=C(/C=C/c1ccccc1)N1CCN(Cc2cc(=O)n3nc(-c4ccccc4F)sc3n2)CC1,16%
CC(C)CN(CC(C)C)C(=O)Cn1nc(C(=O)O)c2ccccc2c1=O,12%
CCCNC(=O)c1nnn(-c2ccc(C)cc2)c1CCC,16%
CC(C)c1cccc(C(C)C)c1NC1=NS(=O)(=O)c2ccccc21,-2%
CC(SC1=NS(=O)(=O)c2ccccc21)C(=O)O (stereo not drawn),13%

# A portion of the library; the hit share may differ from the screen's.
